Siah-1 displacement = blockers of Siah-1 interaction with plectin peptide – biochemical, fluorescence polarization, rhodamine-plectin, uHTS, primary screen (AID 1817). Siah-1 / rhodamine-plectin peptide fluorescence polarization; higher % means a stronger effect. displacement, % at 20 µM; hits with a dose series show IC50 in µM. 0.02% of 290,000 active;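 active = displacement of at least 50% at 20 µM, with a fluorescence ratio check between 0.3 and a set limit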;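 also: plate controls were Siah plus tracer with DMSO for no effect and tracer alone without Siah for full effect; strong numbers were not always called active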
P. falciparum M1AAP = P. falciparum M1AAP inhibitors, biochemical, fluorogenic H-Leu-NHMec substrate, 1536-well (AID 1445); recombinant M1AAP, H-Leu-NHMec fluorogenic kinetic assay; higher % means a stronger effect; 0.42% of 220,000 active; one-dose inhibition, % at 30 µM; IC50 in µM for titrated hits;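 active = primary inhibition above the hit cutoff, then over 50% inhibition at one or more dose response concentrations, cut at about 23% in these data, passing the limit was not always enough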;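 also: plate controls were DMSO full reaction for no effect and no enzyme background for full effect; strong numbers were not always called active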
LYP inhibition = PTPN22 lymphoid phosphatase activity blockers – biochemical, fluorescence intensity, uHTS (AID 1779); 0.054% of 290,000 active; recombinant LYP phosphatase, fluorescence intensity; higher % means a stronger effect; inhibition, % at 11.5 µM, or IC50 in µM where a hit was titrated;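 also: plate controls were vehicle with enzyme for no effect and no enzyme for full effect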
XIAP antagonists = XIAP antagonists, biochemical, IAP family, fluorescence polarization (AID 1018); XIAP BIR domain, fluorescence polarization peptide displacement; higher % means a stronger effect; displacement, % at 20 µM, or IC50 in µM where a hit was titrated; 0.007% of 200,000 active; in the data active = displacement above about 50%; also: a part of the inactive calls stands beside numbers as strong as those of hits
PMI inhibitors = MPI enzyme activity inhibition – biochemical, fluorescence intensity, coupled assay, primary screen (AID 1209). purified PMI enzyme, coupled fluorescence intensity; higher % means a stronger effect. inhibition, % at 20 µM, or IC50 in µM where a hit was titrated. 0.42% of 190,000 active;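 also: plate controls were DMSO vehicle for no effect and wells lacking substrate for full effect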
PMI inhibition = MPI inhibition at elevated mannose 6-phosphate – biochemical, fluorescence intensity, high mannose 6-phosphate, primary screen (AID 1220) | recombinant PMI enzyme, coupled fluorescence intensity; higher % means a stronger effect | 0.66% of 190,000 active | inhibition, % at 20 µM, or IC50 in µM where a hit was titrated
AID2073 = inhibitors of Mint1-CaV2.2 protein interaction, biochemical, HTRF (AID 2073) | HTRF protein-protein interaction, Mint1-CaV2.2; higher % means a stronger effect | 0.19% of 290,000 active | inhibition, % at 20 µM, or IC50 in µM where a hit was titrated; in the data active = inhibition mostly above about 51%, no sharp cut-off; also: some results filed as inactive read as strong as hits
P. falciparum M17LAP = P. falciparum M17LAP inhibitors, primary screen, biochemical, fluorogenic H-Leu-NHMec substrate, 1536-well (AID 1619); recombinant M17LAP, H-Leu-NHMec fluorogenic kinetic assay; higher % means a stronger effect; one-dose inhibition, % at 30 µM; IC50 in µM for titrated hits; 0.38% of 220,000 active;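 active = compound inhibiting the enzyme by more than half at any dose during confirmatory dose-response retesting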;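 also: plate controls were full reaction with DMSO carrier for no effect and no enzyme background for full effect; strong numbers were not always called active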
Dynein cargo inh = blocks dynein driven cargo transport along microtubules. z-score, hits read low. AID 1381. 3617.4 mouse cells, GR-EGFP nuclear translocation imaging; test concentration mostly 20 µM; stimulated with dexamethasone, 1 µM; hits give low values. 0.47% of 220,000 active;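 active = plate z-score of nuclear minus cytoplasmic receptor signal below a set negative limit, without overly bright fluorescence or cell loss, cut at about -3.5 in these data, passing the limit was not always enough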;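 also: z-score of nuclear minus cytoplasmic ring GR-EGFP intensity difference per well; some compounds called inactive have numbers as strong as hits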
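Schedule: 48 h induction, then 1 h compound, then 30 min agonist, 37 °C. Buffer or medium: tetracycline-free induction medium containing charcoal-stripped FBS. Reagent: 1.0 µM final dexamethasone stimulus. Evaluation: nuclear versus cytoplasmic GR-EGFP signal, averaged per well. Signal: high-content fluorescence imaging after fixation.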
Dynein cargo inh cytoplasmic EGFP = also measured in Dynein cargo inh; calls as there; z-score; measured here: cytoplasmic GR-EGFP intensity; hits give high values
Dynein cargo inh nuclear GR-EGFP = also measured in Dynein cargo inh; calls as there; z-score; measured here: nuclear GR-EGFP intensity;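 lower value marks the stronger effect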
Dynein cargo inh cell count = recorded beside Dynein cargo inh, whose call it bears; z-score; measured here: cell count per field
The depositor's hits bear a star; . = not tested or not shown. Rule as the data show it, unless noted: active = inhibition above about 50%; inactive = the rest.

Siah-1 displacement	P. falciparum M1AAP	LYP inhibition	XIAP antagonists	PMI inhibitors	PMI inhibition	AID2073	P. falciparum M17LAP	Dynein cargo inh	Dynein cargo inh cytoplasmic EGFP	Dynein cargo inh nuclear GR-EGFP	Dynein cargo inh cell count	molecule
0.3%	1.5%	-9.7%	-2.1%	7.5%	11.2%	-2.8%	10.4%	-0.205	-0.221	-0.391	0.265	Cc1ccc(C)c(NC(=O)C2Cc3ccccc3CN2C(=O)OCc2ccccc2)c1 (stereo unspecified)
-2.6%	20.3%	-4.3%	-21.0%	-29.7%	-65.9%	24.1%	-27.8%	-0.868	-0.219	-0.609	0.309	O=C(N/N=C/c1c(O)n(-c2ccc(Cl)cn2)c(=O)c2ccccc12)C1CC1
2.4%	-7.3%	-8.5%	-28.0%	6.2%	10.1%	3.1%	8.3%	-0.341	0.116	-0.318	0.382	CC(C)NC(=O)c1ccccc1S(=O)c1ccccc1C#N (stereo unspecified)
-2.8%	1.0%	-5.8%	-4.0%	13.0%	12.2%	-0.3%	3.1%	0.00996	-0.168	0.408	-0.349	Cc1ccc(C(=O)NCCN2C3=NC[C@H](C)N3C[C@H]2Cc2ccc(O)cc2)cc1Br
2.9%	4.3%	-0.2%	-7.2%	-0.6%	10.0%	33.4%	2.6%	1.53	-0.127	0.385	-0.84	O=C(NCC(c1ccco1)N1CCCCC1)c1ccc2c(c1)S(=O)(=O)c1ccccc1C2=O (stereo unspecified)
7.5%	-6.1%	-7.0%	-8.7%	-10.6%	-11.1%	-3.7%	0.7%	-0.0982	-0.295	0.623	0.357	O=C(NCC(c1ccco1)N1CCOCC1)c1ccc([N+](=O)[O-])cc1 (stereo unspecified)
8.0%	2.5%	-5.5%	-7.3%	5.3%	1.7%	5.2%	2.2%	-0.311	-0.254	0.11	0.445	NC(=O)c1nsc(C(=O)N(c2ccccc2)C(C(=O)NCC2CCCO2)c2cccs2)c1N (stereo unspecified)
3.6%	1.9%	-9.7%	-4.4%	-2.6%	-0.5%	-1.8%	19.9%	-0.0468	-0.292	0.272	0.7	CC(=O)C1=C(C)N(CC2CC2)C(=O)N[C@H]1c1ccccc1
-2.3%	-3.6%	-2.3%	3.3%	11.8%	7.9%	-3.2%	3.1%	1.4	-0.246	0.683	-1.01	COc1ccc(CCNc2nc(N3CCOCC3)nc(N3CCOCC3)n2)cc1OC
2.4%	-0.9%	-9.4%	-15.5%	8.2%	2.3%	2.9%	0.5%	-0.194	0.464	0.111	0.572	Cc1ccccc1CN(c1ccc(C(=O)NCc2cccnc2)cc1)S(C)(=O)=O

Ordered by formula weight (lowest first): part of the list above
Siah-1 displacement	P. falciparum M1AAP	LYP inhibition	XIAP antagonists	PMI inhibitors	PMI inhibition	AID2073	P. falciparum M17LAP	Dynein cargo inh	Dynein cargo inh cytoplasmic EGFP	Dynein cargo inh nuclear GR-EGFP	Dynein cargo inh cell count	molecule
7.5%	-6.1%	-7.0%	-8.7%	-10.6%	-11.1%	-3.7%	0.7%	-0.0982	-0.295	0.623	0.357	O=C(NCC(c1ccco1)N1CCOCC1)c1ccc([N+](=O)[O-])cc1 (stereo unspecified)
2.9%	4.3%	-0.2%	-7.2%	-0.6%	10.0%	33.4%	2.6%	1.53	-0.127	0.385	-0.84	O=C(NCC(c1ccco1)N1CCCCC1)c1ccc2c(c1)S(=O)(=O)c1ccccc1C2=O (stereo unspecified)
8.0%	2.5%	-5.5%	-7.3%	5.3%	1.7%	5.2%	2.2%	-0.311	-0.254	0.11	0.445	NC(=O)c1nsc(C(=O)N(c2ccccc2)C(C(=O)NCC2CCCO2)c2cccs2)c1N (stereo unspecified)

Going on with the list.
Siah-1 displacement	P. falciparum M1AAP	LYP inhibition	XIAP antagonists	PMI inhibitors	PMI inhibition	AID2073	P. falciparum M17LAP	Dynein cargo inh	Dynein cargo inh cytoplasmic EGFP	Dynein cargo inh nuclear GR-EGFP	Dynein cargo inh cell count	molecule
3.1%	9.3%	2.3%	-1.6%	7.8%	4.4%	-12.5%	-0.7%	-0.833	-0.0472	-0.238	0.231	CCOC(=O)c1ccccc1NC(=O)CSc1nnc(Cc2cccn2C)n1-c1ccc(C)cc1
4.2%	5.2%	-4.3%	-2.4%	-2.2%	2.4%	23.5%	10.7%	-0.108	-0.0324	-0.318	0.162	Cn1nc(C(F)(F)F)c(/C=N/OCc2c(Cl)cccc2Cl)c1Cl
2.5%	1.1%	-4.8%	-1.1%	4.6%	22.1%	18.9%	-311.4%	1.79	0.211	0.638	-0.532	O=c1ccc2cc3c4c(c2o1)CCCN4CCC3
-3.4%	4.6%	2.7%	-3.9%	9.0%	0.7%	-2.4%	0.4%	0.264	-0.0872	0.308	0.192	CCCc1[nH]n(-c2nc3ccccc3s2)c(=O)c1C=NCC(C)C
2.4%	3.6%	1.0%	-3.6%	12.7%	19.0%	1.5%	-0.7%	0.312	-0.331	0.644	0.436	COc1ccc(NC(=S)NC(=O)CC(C)C)c(OC)c1
17.4%	8.8%	2.3%	-1.4%	-8.3%	-9.0%	23.7%	-37.1%	-1.09	-0.256	-0.488	0.378	NC(=O)c1cc2nc(-c3ccco3)cc(C(F)(F)F)n2n1
-5.9%	1.2%	-8.8%	1.1%	0.6%	-2.8%	-3.4%	6.4%	0.667	0.594	0.463	-1.3	CCS(=O)(=O)N1CCC(C(=O)NCCCOC)CC1
8.8%	4.1%	-4.1%	.	.	.	-11.1%	9.2%	-0.914	-0.26	-0.164	1.89	COc1ccc(N2C(=O)CC(SCc3ccc(Cl)cc3)C2=O)cc1 (stereo unspecified)
-6.8%	-2.4%	-8.8%	2.6%	-1.3%	-3.9%	-2.7%	-2.8%	0.421	-0.0471	0.329	-1.28	CN(C)S(=O)(=O)c1ccc(NC(=O)CCNC(=O)c2ccc([N+](=O)[O-])cc2)cc1
2.2%	-5.5%	-9.4%	-4.6%	-17.1%	-5.8%	0.6%	19.3%	0.359	-0.207	0.234	0.282	COc1cc(NS(=O)(=O)c2ccc(NC(=O)c3ccc(S(=O)(=O)N4CCCC4)cc3)cc2)ncn1
-3.8%	-3.9%	12.0%	1.8%	4.6%	3.6%	5.9%	-12.2%	0.369	-0.251	0.0542	0.233	O=C(NC1CCCCC1)N(Cc1cc2cc3c(cc2[nH]c1=O)OCCO3)C1CCCCC1
1.1%	12.8%	9.5%	-1.8%	-6.6%	-11.5%	-15.6%	4.2%	0.0892	1.26	1.03	-0.137	Cc1cc(C)c2c(c1)/C(=N/NC(=S)Nc1ccc(F)cc1)CCC2
2.2%	14.6%	0.1%	-4.6%	31.2%	23.7%	-54.5%	8.5%	-1.1	-0.169	0.223	0.432	COc1ccccc1N(O)C1CC(=O)N(c2ccc(Br)cc2)C1=O (stereo unspecified)
4.2%	11.6%	-6.7%	-2.0%	9.3%	9.0%	-8.7%	5.2%	-1.17	-0.185	-0.445	0.418	CCCCc1ccc(NS(=O)(=O)N(C)C)cc1
-3.4%	3.4%	3.0%	0.6%	-22.0%	-25.6%	1.0%	2.3%	-0.283	-0.205	-0.317	1.13	O=C1CN(C(=O)COC(=O)c2ccccc2NC(=O)c2ccco2)c2ccccc2N1
-1.5%	-8.9%	0.4%	-0.7%	6.8%	6.4%	-9.7%	6.8%	-0.492	-0.223	-0.579	0.465	COc1cccc(N2CCN(C(=O)Nc3ccc4c(c3)NC(=O)CO4)CC2)c1
-1.4%	0.6%	-10.1%	-3.5%	6.3%	-5.2%	24.8%	2.8%	-0.453	0.0861	0.068	0.815	COC(=O)NCc1ccc2c(c1)OCO2
4.2%	5.8%	8.0%	-20.4%	2.8%	8.3%	2.0%	7.8%	-0.718	-0.238	0.286	0.375	CCOc1ccc2nc(NC(=O)c3c([N+](=O)[O-])cnn3CC)sc2c1
14.2%	2.6%	-6.4%	-5.9%	2.1%	-1.3%	7.8%	9.3%	1.68	-0.258	0.335	-1.26	O=C1CC(C(=O)Nc2ccc(F)cc2)n2cnnc2N1 (stereo unspecified)
-3.6%	2.4%	-8.2%	-1.3%	11.2%	8.5%	-5.1%	17.0%	-0.000762	-0.0804	0.115	1.31	S=C(c1ccc(N2CCCC2)cc1)N1CCCCC1
-1.3%	15.9%	0.1%	1.9%	6.7%	8.3%	-3.2%	0.8%	-1.69	-0.229	-0.734	1	O=C(c1ccccc1)C1CCc2occc2C1=O (stereo unspecified)
-4.9%	15.4%	0.1%	.	.	.	-47.0%	12.4%	0.137	-0.278	0.11	0.353	CNC(=S)N/N=C/c1ccc(-c2ccc(C(=O)O)cc2)o1
9.4%	4.2%	-3.4%	.	.	.	-3.4%	1.5%	-0.357	-0.247	0.17	1.27	COc1ccc(CNC(=O)c2sc(=S)n(-c3ccccc3)c2N)cc1
19.6%	0.1%	-0.9%	-8.8%	0.3%	1.2%	4.5%	3.1%	1.2	-0.241	1.65	-0.978	O=C(CSc1ccc(Cl)cc1)NC1CCCc2ccccc21 (stereo unspecified)
3.7%	1.9%	-3.3%	2.2%	6.1%	2.4%	11.0%	-9.9%	-0.553	-0.162	-0.667	0.712	O=C(Nc1ccc(C(=O)N2CCCCC2)cc1)c1ccc(Br)cc1
-3.2%	2.7%	-9.2%	-4.9%	6.8%	17.6%	-3.0%	6.8%	-0.162	-0.159	0.0952	0.389	Cc1cccc(NC(=O)C2C(C(=O)O)C3C=CC2C32CC2)c1C (stereo unspecified)
4.3%	0.4%	-2.9%	.	.	.	11.0%	8.6%	-0.182	-0.252	-0.182	0.479	NC(=O)/C(=C\c1ccncc1)c1cccc2ccccc12
10.0%	-4.4%	0.1%	-3.7%	-16.8%	-5.9%	25.9%	-0.4%	-1.18	-0.381	-0.361	0.934	COc1ccc(C(=O)Nc2cc(OC)c(Cl)cc2Cl)cc1
-2.3%	7.3%	2.2%	6.6%	-5.8%	-6.6%	3.8%	11.3%	-0.195	-0.316	-0.491	0.685	COc1ccc(Cl)cc1-n1c(C)ccc1C
0.0%	10.7%	-4.2%	-4.1%	4.9%	4.8%	-4.4%	7.7%	-0.742	-0.303	-0.725	1.41	COc1ccccc1NC(=O)CSc1nnc(-c2ccco2)n1Cc1ccco1

Screening results (PubChem BioAssay)
